PfG6PD inh = PfG6PD (Plasmodium falciparum) enzyme inhibition; PfGluPho enzyme, NADPH resazurin-diaphorase fluorescence; inhibition, % at 20 µM; 350,000 compounds, 0.78% hits; AID 504690;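 active means inhibition reaching at least a set limit at 20 µM in the primary screen, cut at about 59% in these data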;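 further: 0% = DMSO wells with substrate and 100% = DMSO wells lacking glucose-6-phosphate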
UBC13 inh = inhibitors of human UBC13 polyubiquitin chain formation; 330,000 compounds, 0.47% hits; inhibition, % at 20 µM; P61088; TR-FRET; in the data active means inhibition above about 45%, passing the limit was not always enough
Target sequence (P61088 whole entry, looked up): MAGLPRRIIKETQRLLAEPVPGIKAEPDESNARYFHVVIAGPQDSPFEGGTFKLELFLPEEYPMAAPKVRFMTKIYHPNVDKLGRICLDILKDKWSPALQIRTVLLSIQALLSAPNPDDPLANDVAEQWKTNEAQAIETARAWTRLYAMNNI
SENP6 inh = inhibitors of human SENP6 protease; AID 2599; 330,000 compounds, 1.8% hits; Q9GZR1; Recombinant SENP6 catalytic domain, aminoluciferin luminescence; inhibition, % at 10 µM;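 active means inhibition above about 50% at the single tested dose, limit read from the data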;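 further: plate controls were DMSO wells with enzyme for no effect and DMSO wells lacking enzyme for full effect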
SENP8 block-1 = inhibitors of human SENP8 protease | Q96LD8 | purified SENP8, Z-RLRGG-aminoluciferin cleavage, luminescence | inhibition, % at 10 µM | 330,000 compounds, 1.2% hits | AID 2540; in the data active means inhibition above about 50%
Target sequence (Q96LD8 whole entry, looked up): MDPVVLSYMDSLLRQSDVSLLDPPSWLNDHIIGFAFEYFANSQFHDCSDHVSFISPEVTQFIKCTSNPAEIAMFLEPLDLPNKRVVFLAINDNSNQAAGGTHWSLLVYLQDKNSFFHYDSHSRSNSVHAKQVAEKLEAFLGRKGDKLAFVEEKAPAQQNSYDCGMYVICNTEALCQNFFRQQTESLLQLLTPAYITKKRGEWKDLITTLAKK
MIN6 prolif = MIN6 beta-cell proliferation induction; MIN6 cells proliferation, ATPlite luminescence, 48 h; cells starved in 0.2% serum; 100% = growth in 10% serum; proliferation, % at 10 µM; 330,000 compounds, 0.29% hits; AID 2380;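 active means compounds whose signal lies at least 3.5 SD above the mean of all wells on their plate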;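 further: 0% = DMSO-treated cells in low-serum medium and 100% = 10% serum control; some compounds called inactive have numbers as strong as hits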
SENP7 inh = blocks the human protease SENP7; AID 434973; Q9BQF6; 330,000 compounds, 1.5% hits; recombinant SENP7, Z-RLRGG-aminoluciferin luminescence, 40 min; inhibition, % at 5 µM;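 active means inhibition above about 50% at the single test dose, limit read from the data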;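 further: plate controls were DMSO with enzyme for no effect and no enzyme buffer wells for full effect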
Target sequence (Q9BQF6 706-1050 limits assumed): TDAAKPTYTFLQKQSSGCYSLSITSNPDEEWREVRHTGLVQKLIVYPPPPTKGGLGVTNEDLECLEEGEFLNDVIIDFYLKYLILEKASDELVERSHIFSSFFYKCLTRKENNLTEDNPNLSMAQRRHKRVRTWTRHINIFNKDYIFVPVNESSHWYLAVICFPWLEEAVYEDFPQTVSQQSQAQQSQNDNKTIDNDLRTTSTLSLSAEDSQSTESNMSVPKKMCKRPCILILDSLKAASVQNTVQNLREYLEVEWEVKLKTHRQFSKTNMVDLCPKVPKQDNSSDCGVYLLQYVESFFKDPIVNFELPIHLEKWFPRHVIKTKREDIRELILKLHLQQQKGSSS
SENP1 FRET inh = SENP1 (human) catalytic domain inhibition; Q9P0U3; recombinant SENP1 catalytic domain, CyPet-SUMO1-YPet FRET cleavage; inhibition, % at 10 µM; 360,000 compounds, 0.21% hits;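 active means inhibition at least 30% at 10 µM, raw YFP signal under a set limit, fluorescence ratio 0.5 to 1.5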;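 further: 0% = enzyme with DMSO and 100% = no enzyme wells; some results filed as inactive read as strong as hits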
Target sequence (Q9P0U3 419-644 limits assumed): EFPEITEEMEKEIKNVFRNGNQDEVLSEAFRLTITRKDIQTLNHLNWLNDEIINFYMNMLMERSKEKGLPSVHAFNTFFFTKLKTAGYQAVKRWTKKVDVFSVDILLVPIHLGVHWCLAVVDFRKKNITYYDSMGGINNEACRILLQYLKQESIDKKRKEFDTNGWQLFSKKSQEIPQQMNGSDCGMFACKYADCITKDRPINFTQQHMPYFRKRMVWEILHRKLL
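Controls: no-enzyme wells low, DMSO-plus-enzyme wells high control. Test system: human recombinant His6-tagged SENP1 catalytic domain enzyme. Reagent: SFCypet-SUMO1-SFYpet FRET protein substrate, 25 nM final. Doses: one dose per compound, 10 µM, 0.5% DMSO. Detection: FRET, CFP and YFP emission. Timing: 50 min reaction at room temperature.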
HKDC1 inh = inhibitors of human hexokinase HKDC1; Q2TB90; recombinant HKDC1, G6PDH/diaphorase resazurin coupled fluorescence; inhibition, % at 20 µM; 340,000 compounds, 0.16% hits; AID 493160;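 active means inhibition above about 35% when tested at 20 µM, limit read from the data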;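 further: plate controls were DMSO wells with enzyme for no effect and DMSO wells lacking enzyme for full effect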
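Incubation: 90 min at room temperature in dark / Material: recombinant HKDC1 (HK5) hexokinase enzyme, produced in-house / Quantity: enzyme 5 µg/mL final / Compound: one dose of 20 µM, 1% DMSO / Reagent: glucose and ATP substrates / Buffer or medium: Tris pH 8.0 buffer with MgCl2, Tween-20, BSA, BME / Technique: resorufin fluorescence at 613 nm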
SENP8 block-2 = inhibitors of human SENP8 protease; AID 602440; 360,000 compounds, 0.64% hits; recombinant SENP8, Nedd8 substrate fluorescence; Q96LD8; inhibition, % at 20 µM; in the data active means inhibition mostly above about 40%, no sharp cut-off; inactive means mostly below about 27%
Starred values were filed as active, the others as inactive; / = no result given.

SMILES	PfG6PD inh	UBC13 inh	SENP6 inh	SENP8 block-1	MIN6 prolif	SENP7 inh	SENP1 FRET inh	HKDC1 inh	SENP8 block-2
CCOc1ccc(-n2c(N)c(-c3nc4ccccc4n3C)c3nc4ccccc4nc32)cc1	-2.3	17.3	-8.8	4.7	-5.1	7.9	-27.3	-1.6	-417.4
CC(C)c1ccc(C(C(=O)NC2CCCC2)N(C(=O)CNC(=O)c2ccco2)c2cccnc2)cc1 (stereo not drawn)	-10.9	1.0	-16.7	-0.6	-0.6	-0.3	3.8	3.6	36.5
COc1ccc(NC(=O)CN(C)CC(=O)N2CCCCCC2)cc1	-17.1	-5.4	-18.6	-2.1	-1.0	-7.0	0.1	-2.5	13.7
COC(=O)c1ccc(-c2nc3cc(N)ccc3o2)cc1	25.0	-4.7	85.0*	68.9*	-5.7	72.9*	35.6	5.1	-176.5
Nc1c(C(=O)CSc2nnc(Cc3ccccc3)o2)c(=O)[nH]c(=O)n1C1CC1	-10.0	-8.9	-0.8	1.8	-3.6	3.5	1.2	-6.7	8.5
CCn1cc[n+](C)c1P(c1ccccc1)c1ccccc1	-14.4	3.2	-17.2	-3.4	-5.8	1.0	5.1	-14.8	-1.5
CN(CC(=O)Nc1cccc(F)c1)C(=O)c1ccc(OCc2cn3ccccc3n2)cc1	-6.1	4.9	8.5	1.6	-3.1	2.3	0.5	-3.0	-30.4
CC1CCCCC1NC(=O)C1CCN(C(=O)NC2CCCCC2)CC1 (stereo not drawn)	-8.7	1.6	-8.0	-2.4	-0.2	-6.0	-1.3	-6.5	6.5
C=CCSc1nc2sc3c(c2c(=O)[nH]1)CC(C)(C)OC3	9.9	/	/	/	/	/	1.4	-4.3	-161.4
Cc1[nH]c(=O)[nH]c(=O)c1CSCC(=O)OCC(=O)c1ccc(Br)cc1	-5.4	1.4	-4.0	7.2	1.0	4.3	-2.0	-8.5	3.2
O=C(CNCCN1CCOCC1)Nc1ccccc1Sc1ccccc1	-6.0	-0.4	-1.4	5.9	-0.6	10.2	0.5	-8.2	22.8
OC1CCCN(Cc2ccccc2)C1 (stereo not drawn)	-9.6	2.0	7.5	-1.8	-1.6	9.1	2.4	-8.2	10.4
CNNC(=S)Nc1ccc(Cl)cc1	-2.1	5.2	6.7	-7.3	-0.3	-2.8	-1.5	1.4	12.5
COc1ccccc1N1CCN(C(=O)c2cc3cc(Cl)ccc3[nH]2)CC1	1.0	-0.2	8.6	0.2	-3.9	4.7	-0.7	-1.6	11.8
COC(=O)c1sc(-c2ccc(Cl)cc2)cc1NC(=O)COCC(=O)O	-13.3	-12.2	-14.9	-14.0	-1.6	-2.2	0.5	-2.6	-171.2
Cc1onc(C(=O)N2CCC(C(N)=O)CC2)c1-c1ccccc1Cl	-3.2	4.6	-5.5	1.7	-0.9	-4.8	-0.9	-5.0	14.4
COc1ccc(OC)c(NC(=O)c2cc(-c3c(C)cc(C)cc3O)n[nH]2)c1	3.2	0.2	2.0	-6.1	-1.3	2.0	2.0	-3.9	-3.8
NC1=NN=C(N2N=C(c3ccco3)CC2(O)C(F)(F)F)n2ncnc2C1 (stereo not drawn)	-18.4	-6.6	-8.0	4.2	-2.8	7.9	-4.0	-7.9	-38.4
CSc1nc2ccccc2c(=O)n1N	-27.2	5.1	1.4	-5.1	-1.2	-0.5	-0.5	-2.8	5.4
Cc1cc(=O)oc2c(C)c(OCC(=O)NCCN3CCOCC3)ccc12	10.3	2.6	-18.2	-5.9	1.0	8.1	-0.1	2.5	-181.6
O=C(CNC(=O)c1ccc(S(=O)(=O)N2CCCC2)cc1)N/N=C/c1ccc(Cl)cc1Cl	-16.9	6.6	-30.7	-4.3	0.0	-3.2	2.6	-10.0	10.7
COCCCNC(=S)NC1CCCCC1	-2.4	9.0	-6.8	5.4	0.0	10.0	0.5	0.5	19.8
CC(=O)c1cccc(CN2CCN(CCc3ccccc3)C(CCO)C2)c1 (stereo not drawn)	1.1	-8.6	3.4	4.9	-0.7	-0.7	1.7	-0.1	15.3
O=C1CNC(=O)N1CC(=O)N1CCCc2ccccc21	5.3	-2.3	2.9	4.4	4.0	2.8	3.1	-4.2	16.0
COc1cccc(C(=O)Nc2ccc3[nH]ncc3c2)c1	3.5	4.8	16.8	16.3	-3.2	6.5	0.0	1.8	14.9

Five consecutive compounds from above:
SMILES	PfG6PD inh	UBC13 inh	SENP6 inh	SENP8 block-1	MIN6 prolif	SENP7 inh	SENP1 FRET inh	HKDC1 inh	SENP8 block-2
COC(=O)c1sc(-c2ccc(Cl)cc2)cc1NC(=O)COCC(=O)O	-13.3	-12.2	-14.9	-14.0	-1.6	-2.2	0.5	-2.6	-171.2
Cc1onc(C(=O)N2CCC(C(N)=O)CC2)c1-c1ccccc1Cl	-3.2	4.6	-5.5	1.7	-0.9	-4.8	-0.9	-5.0	14.4
COc1ccc(OC)c(NC(=O)c2cc(-c3c(C)cc(C)cc3O)n[nH]2)c1	3.2	0.2	2.0	-6.1	-1.3	2.0	2.0	-3.9	-3.8
NC1=NN=C(N2N=C(c3ccco3)CC2(O)C(F)(F)F)n2ncnc2C1 (stereo not drawn)	-18.4	-6.6	-8.0	4.2	-2.8	7.9	-4.0	-7.9	-38.4
CSc1nc2ccccc2c(=O)n1N	-27.2	5.1	1.4	-5.1	-1.2	-0.5	-0.5	-2.8	5.4

(further entries)
SMILES	PfG6PD inh	UBC13 inh	SENP6 inh	SENP8 block-1	MIN6 prolif	SENP7 inh	SENP1 FRET inh	HKDC1 inh	SENP8 block-2
Cc1cc(N2CCN(C)CC2)ccc1NC(=O)c1ccc(-c2ccc(Cl)cc2)o1	22.7	18.9	-6.1	-3.2	-7.3	2.1	-3.8	-1.0	-15.4
O=C(CN1CCN(S(=O)(=O)N2CCOCC2)CC1)Nc1cc(Cl)ccc1Cl	-18.2	4.8	-5.8	-6.6	-1.7	2.4	0.4	-5.0	8.6
COCCCN1CN(S(=O)(=O)c2ccc(C)cc2C)c2nc3ccccc3nc21	1.7	0.9	4.9	-4.4	-2.4	3.3	-11.4	-5.0	-297.6
NC(=S)Nc1cccc2cn[nH]c12	6.7	-0.4	-20.1	-10.2	-1.3	-6.9	1.6	-3.1	8.7
Cc1cc(C)cc(Oc2ccc(-c3nnc(-c4ccccc4)o3)cc2[N+](=O)[O-])c1	-5.5	6.0	6.5	-1.1	2.2	-2.1	-1.0	-6.6	14.3
CCOc1ccc(NC(=O)c2ccc(NC(=O)c3ccccc3Br)cc2)cc1	0.3	-3.0	4.8	-0.6	-1.8	-4.2	-1.8	-4.0	13.0
CCCCN(C)S(=O)(=O)c1cc(Br)cc2c1N(C(=O)C1CC1)CC2	9.5	-0.3	3.0	2.2	-1.4	-0.9	-2.3	0.4	14.7
CC(/C=C/c1ccccc1)=N\NC(=O)c1ccncc1	-8.4	-6.1	-48.1	-2.9	-0.4	0.7	1.7	-8.7	5.4
Fc1cccc(-n2ncc(-c3nnnn3-c3ccccc3)c2C(F)(F)F)c1	-5.0	9.1	2.2	7.5	-0.7	-0.2	-0.8	4.8	7.5
Cc1cc(C)nc(SCC(=O)N/N=C\c2sccc2C)n1	9.9	-0.2	-0.6	3.0	-1.9	-1.1	1.8	9.2	11.6
Cc1ccnc(NS(=O)(=O)c2ccc(NC(=O)C3C4C=CC(C4)C3C(=O)O)cc2)n1 (stereo not drawn)	-13.9	-8.3	2.2	-12.5	-0.3	-7.4	1.9	2.8	5.2
c1ccc(-c2csc3ncnc(NCCCN4CCOCC4)c23)cc1	6.3	2.5	-4.8	-1.1	-2.0	6.6	1.3	-6.9	14.3
CCC(C)C1=CC(=Nc2c(C)n(C)n(-c3ccccc3)c2=O)C=C(C(C)CC)C1=O (stereo not drawn)	14.8	-53.9	9.2	4.8	-2.6	1.3	-4.2	-6.0	35.6
COc1ccc(C(C(=O)NCC2CCCO2)N(C(=O)CNC(=O)c2cccs2)c2ccc(C(C)=O)cc2)cc1OC (stereo not drawn)	-0.1	4.0	-17.5	6.4	1.7	-2.3	0.6	-9.2	3.2
CCN(CCO)c1ccc(NC(=S)Nc2cccc(S(=O)(=O)N(C)C)c2)cc1	40.2	-5.6	11.2	9.5	-0.2	11.2	11.7	4.3	29.3
CC(=O)NCc1ccc(C(=O)O)cc1	1.9	0.9	-27.6	-3.4	-1.1	1.1	3.2	-3.6	13.8
CS(=O)(=O)Nc1cccc(-c2cn3ccccc3n2)c1	-10.9	2.7	2.8	-1.7	-3.9	0.7	1.4	2.1	-222.0
O=C1CSC(=S)N1c1ccc(F)c(Cl)c1	-12.6	-4.4	-0.5	-12.5	-1.8	-5.8	1.6	1.7	10.7
Cc1cccc(N2C(=O)CC(SC(=Nc3ccccc3)Nc3ccccc3)C2=O)c1 (stereo not drawn)	22.8	-1.0	-14.4	-0.4	-2.2	5.9	0.9	1.4	19.9
Cc1ccc(C(=O)NCCCn2ccnc2)o1	-9.1	7.7	-10.7	-4.3	4.6	1.9	-1.4	2.3	18.0
CCOc1ccc(NC(=O)CN(C)C(=O)c2ccc(C3SCCS3)cc2)cc1OCC	-4.8	-5.8	-5.6	0.4	0.4	-3.5	1.6	2.6	17.1
COc1ccc(C(=O)NCC(=O)N/N=C(\C)c2ccco2)cc1OC	5.4	4.3	-6.3	5.7	2.8	11.1	-0.9	-7.8	15.3
O=C(CN1CCN(S(=O)(=O)c2ccc(F)cc2)CC1)NC1CCCC1	0.5	-4.7	-12.1	-5.3	-2.4	-3.5	1.6	-5.5	-3.1
C#CCN1C(=O)S/C(=C\c2cc3c(cc2OC)OCO3)C1=O	-6.0	5.6	2.0	-11.3	1.3	0.2	-24.3	1.5	-85.7
CCSc1nc2ccccc2c(=O)n1Cc1ccc(F)cc1	-3.9	-7.5	-0.5	-2.0	-3.5	3.0	2.0	-0.9	7.6

Further records follow.
SMILES	PfG6PD inh	UBC13 inh	SENP6 inh	SENP8 block-1	MIN6 prolif	SENP7 inh	SENP1 FRET inh	HKDC1 inh	SENP8 block-2
Cc1c(C(C)NC(=O)c2ccc3nc(Cc4ccccc4F)oc3c2)cnn1C (stereo not drawn)	-5.5	3.6	14.6	-4.8	1.1	-4.5	-1.1	-3.1	4.1
Cc1ccc(/C=N/NC(=O)c2c(C)nc3ccc(Br)cn23)cc1	6.5	1.0	-0.9	-3.1	-4.7	1.2	-2.1	-7.0	8.6
Cc1cc(C)c(S(=O)(=O)NCC(c2ccco2)N2CCc3ccccc3C2)c(C)c1 (stereo not drawn)	-23.4	-8.6	-3.4	1.9	-6.9	1.5	-4.8	4.4	10.7
O=C(/C=C/c1ccco1)N1CCC(Cc2ccccc2)CC1	16.7	6.0	8.1	7.3	-1.7	-7.9	-14.2	3.2	-2.1
O=C(CCCOc1ccccc1)NC1CCCc2ccccc21 (stereo not drawn)	-7.6	5.4	5.4	1.2	-0.9	-5.4	-0.8	9.8	1.8
Cc1cc(C(=O)Nc2cccc(-c3ccc(N4CCOCC4)nn3)c2)ccc1[N+](=O)[O-]	24.8	2.3	48.5	23.5	-5.6	42.5	1.9	-8.8	8.9
Cc1cc(C(=O)NNC(=S)NCC(C)C)no1	-2.4	-3.4	0.8	-0.8	-2.1	-2.2	0.8	-8.8	14.1
CC(=O)Nc1c(Cl)cc([N+](=O)[O-])c2ccccc12	-4.2	-17.8	-21.6	-4.8	-2.4	3.7	2.3	-5.1	7.2
CN(C)c1ccnc(Nc2ccc(O)cc2)c1C#N	-13.2	3.9	-17.6	0.2	-0.5	8.3	-0.3	4.0	3.0
COc1ccc(NC(=O)CCc2nnc3ccc(N4CCC5(CC4)OCCO5)nn23)cc1	-3.4	-0.1	-3.9	1.1	5.3	-0.9	1.5	-4.1	-13.8
